Screens: PubChem BioAssay, several laboratories
HTR5A inv ctr: HTR5A inverse agonists in luminescence cell assay, primary screen, counter-screen for OPRM1-OPRD1 heterodimer inverse agonist project, full-deck HTS; AID 504634, 2011; inhibition, % at 9.3 µM; 340,000 tested, 0.083% active; 5-hydroxytryptamine receptor 5A (Homo sapiens), P47898; HTR5A cell line, inverse agonism; in the data active = inhibition mostly above about 23%, no sharp cut-off; inactive = mostly below about 18%;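 also: 0% = cells with DMSO and 100% = no-cell wells with DMSO; some compounds called inactive have numbers as strong as hits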
PfHsp90 yeast 2: growth inhibition of PfHsp90-expressing yeast, primary screen, antimalarial PfHsp90 inhibitor project, S. cerevisiae, BacTiter-Glo luminescence, single point, set 2. BacTiter-Glo ATP, 48 h; yeast lacking PDR1 and PDR3 efflux regulators. 310,000 tested, 0.32% active. inhibition, % at 9.4 µM;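 active = every replicate shows inhibition above about 80%, whatever the replicate mean, limit read from the data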;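 also: 0% = DMSO neutral controls and 100% = 20 µM radicicol positive controls; yeast relying on Plasmodium falciparum Hsp90 in place of its own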
DSG3 Ab inh: inhibitors of pemphigus antibody binding to DSG3, primary screen, biochemical, bead-based, flow cytometry, scFv-GFP. 310,000 tested, 0.48% active. Desmoglein-3 (Homo sapiens), P32926. DSG3-coupled beads, scFv-anti-DSG3-GFP binding; stronger effect = lower value. binding (percent of control), % at 10 µM;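 active = binding more than 3 SD below its plate's average and above zero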;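 also: hits lower antibody fragment binding to DSG3; some compounds called inactive have numbers as strong as hits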
OPRM1-OPRD1 inv: inverse agonists of MOR-DOR heterodimerization, primary screen, cell-based, luminescence; inhibition, % at 9.3 µM; cell-based MOR-DOR heterodimer luminescence, inverse agonism; 340,000 tested, 0.21% active; Mu-type opioid receptor (Homo sapiens) + Delta-type opioid receptor (Homo sapiens), …; in the data active = inhibition above about 22%, passing the limit was not always enough;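 also: 0% = cells with DMSO and 100% = wells without cells with DMSO; values of inactives mirror those of a sister screen read the other way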
Target sequence (P35372 whole entry, looked up): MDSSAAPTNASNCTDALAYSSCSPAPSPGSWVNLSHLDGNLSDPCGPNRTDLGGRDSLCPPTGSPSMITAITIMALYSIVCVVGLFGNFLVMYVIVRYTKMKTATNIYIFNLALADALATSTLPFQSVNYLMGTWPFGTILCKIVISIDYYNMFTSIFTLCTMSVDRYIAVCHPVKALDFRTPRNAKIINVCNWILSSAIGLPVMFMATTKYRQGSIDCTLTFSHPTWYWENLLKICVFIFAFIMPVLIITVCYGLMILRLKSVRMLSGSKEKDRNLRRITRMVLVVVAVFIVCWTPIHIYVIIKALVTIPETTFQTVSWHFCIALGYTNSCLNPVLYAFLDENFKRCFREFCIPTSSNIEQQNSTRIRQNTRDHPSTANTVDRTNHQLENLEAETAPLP
Target sequence (P41143 whole entry, looked up): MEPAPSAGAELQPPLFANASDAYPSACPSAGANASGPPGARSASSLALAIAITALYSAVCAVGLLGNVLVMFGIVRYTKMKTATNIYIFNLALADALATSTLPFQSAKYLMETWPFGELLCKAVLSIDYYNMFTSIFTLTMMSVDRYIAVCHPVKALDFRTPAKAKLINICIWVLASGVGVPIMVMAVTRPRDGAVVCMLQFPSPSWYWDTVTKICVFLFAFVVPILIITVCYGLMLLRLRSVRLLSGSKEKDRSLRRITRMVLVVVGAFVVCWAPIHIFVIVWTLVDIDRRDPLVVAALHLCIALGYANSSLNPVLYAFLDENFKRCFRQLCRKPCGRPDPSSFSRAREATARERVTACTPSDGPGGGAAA
E coli growth: E. coli V3065 growth inhibition, primary screen, counter-screen for AddAB inhibitor project, absorbance, OD600 | inhibition, % at 11.9 µM | 330,000 tested, 0.27% active | 18 h;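 active = inhibition above the campaign's mean inhibition across all tested compounds plus 3 SD, cut at about 9.9% in these data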;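 also: uninfected addAB+ strain grown without phage in ampicillin broth; 0% = DMSO wells and 100% = ciprofloxacin 0.95 µg/ml wells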
HTR5A ag: HTR5A agonists in luminescence cell assay, primary screen, counter-screen for OPRM1-OPRD1 heterodimer agonist project, full-deck HTS | 5-hydroxytryptamine receptor 5A (Homo sapiens), P47898 | cell-based | activation, % at 9.3 µM | 340,000 tested, 0.61% active | AID 504692, 2011; in the data active = activation mostly above about 9.5%, no sharp cut-off; inactive = mostly below about 7.6%;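 also: 0% = cells with vehicle only and 100% = reference agonist; strong numbers were not always called active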
SUMO Mot1 rescue: yeast Mot1-301 growth rescue at high temperature, primary screen, SUMOylation pathway inhibitor project, S. cerevisiae, ATP luminescence, 38.5C; S. cerevisiae Mot1-301 growth rescue; percent above DMSO median, 100 means doubled; growth rescue, % at 18.8 µM; 320,000 tested, 1% active; AID 2716, 2010;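 active = every valid replicate shows activation above 250% relative to neutral control wells; inactive = the rest, any valid replicate at or below 250%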;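 also: OY570 slx delta 5 strain wells were the positive control but not used for scaling; some compounds called inactive have numbers as strong as hits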
MOR-DOR ag: agonists of OPRM1-OPRD1 heterodimerization, primary screen, cell-based, luminescence; cells; AID 504326, 2011; 340,000 tested, 0.3% active; activation, % at 9.3 µM; Mu-type opioid receptor (Homo sapiens) + Delta-type opioid receptor (Homo sapiens), …; in the data active = activation above about 18%;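 also: 0% = vehicle-treated cells and 100% = reference agonist; values of inactives mirror those of a sister screen read the other way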
phage Ecoli inh: growth loss of phage-infected E. coli, primary screen, RecBCD inhibitor project, absorbance, with phage, HTS. inhibition, % at 11.9 µM. AID 651602, 2012. 360,000 tested, 0.26% active; in the data active = inhibition above about 11%
PKA-R1A act: activators of PKA-R1A holoenzyme, primary screen, biochemical, fluorescence polarization, Cy5-IP20, bovine R1A, mouse PKAc | cAMP-dependent protein kinase type I-alpha regulatory subunit (Bos taurus) + … | PKA-R1A dissociation; scaled: DMSO 0%, 113 µM cGMP 100% | activation, % at 11.4 µM | 340,000 tested, 0.083% active;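 active = percent activation above the mean of all tested compounds plus 3 SD, cut at about 19% in these data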;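 also: higher means more PKAc released from R1A so a rise in polarization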
AddAB inh: growth inhibition of E. coli expressing H. pylori AddAB, primary screen, AddAB inhibitor project, absorbance; inhibition, % at 11.9 µM; 330,000 tested, 0.29% active; in the data active = inhibition above about 12%;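 also: 0% = vehicle wells of infected cells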
* hit, by the source's call; . = not tested or not shown. Compounds were not picked by outcome (roughly 3.2% active in at least one column).

SMILES | HTR5A inv ctr | PfHsp90 yeast 2 | DSG3 Ab inh | OPRM1-OPRD1 inv | E coli growth | HTR5A ag | SUMO Mot1 rescue | MOR-DOR ag | phage Ecoli inh | PKA-R1A act | AddAB inh
N=c1n(CCCOc2ccc(Br)cc2)c2ccccc2n1CC(N)=O | . | -49.5 | 90.9 | . | 1.4 | . | 363.0* | . | 2.6 | -7.0 | 4.2
COc1cccc(C(=O)N2CCN(c3ncccn3)CC2)c1 | -5.2 | -4.7 | 107.3 | 15.2 | 1.2 | 1.4 | 1.0 | -2.8 | 0.9 | -8.6 | 3.2
CCOC(=O)C1CCN(c2ccc(C(N)=O)cc2[N+](=O)[O-])CC1 | -19.9 | 7.3 | 95.3 | 7.1 | 1.9 | -2.2 | 286.3 | -1.3 | 4.0 | -4.4 | 2.4
C=CCOc1ccc(/C=N/n2nnnc2N)cc1OC | -4.8 | -11.2 | 107.0 | 8.3 | -0.6 | 1.4 | -1.3 | -1.7 | 1.9 | 3.0 | -1.8
CC(O)(C#CCN1CCOCC1)c1ccccc1 (stereo not given) | -2.2 | -0.3 | . | 14.1 | . | 1.9 | . | -2.8 | 5.5 | 0.4 | .
CCCCCCOc1ccc(C(CC(=O)O)C(N)=O)cc1 (stereo not given) | -1.9 | 2.1 | 110.8 | 16.0 | 2.1 | -0.7 | . | -2.8 | 1.0 | -6.1 | 0.0
Cc1ccc2nc(-c3ccc(-c4ccccn4)s3)cn2c1 | -13.9 | -20.7 | 107.6 | 6.2 | -0.4 | 7.9 | 88.9 | -1.2 | 3.5 | -1.4 | 3.9
CN(Cc1ccccc1)Cc1nc2c(c(=O)n(C)c(=O)n2C)n1Cc1ccc(F)cc1 | 13.7 | . | 97.8 | -3.6 | -3.9 | 5.1 | -5.8 | 0.8 | 1.2 | -14.7 | -2.4
COc1cc(Cl)c(NS(=O)(=O)c2c(C(=O)N3CCCC3)c(C)n(C)c2C)c(OC)c1 | -7.3 | 5.1 | . | 7.3 | -0.3 | 5.2 | -15.5 | -1.4 | -1.7 | 0.6 | 2.2
CN(C(=O)c1cc(C(=O)N(C)c2ccccc2)cc([N+](=O)[O-])c1)c1ccccc1 | -24.8 | 0.2 | 97.1 | 1.7 | 0.4 | -0.3 | 15.0 | -0.3 | 2.2 | 7.3 | 0.8
Cc1cc(Br)ccc1NC(=O)CSCc1c(C)noc1C | 8.3 | -4.9 | . | 9.7 | -0.9 | -3.3 | -10.0 | -2.4 | 0.8 | 7.5 | 0.3
COc1ccccc1CCC(=O)Nc1cccc(S(=O)(=O)N2CCOCC2)c1 | 8.2 | -21.5 | 98.7 | 11.0 | -3.1 | -1.1 | 7.9 | -1.6 | 0.4 | 6.0 | 0.9
CC(C)c1cc(N=NC(N)=O)cc(C(C)C)c1O | 5.4 | -2.8 | 100.3 | -6.5 | -1.6 | 0.6 | 57.8 | 0.9 | 2.9 | 6.5 | 1.9
COc1cc(OC)cc(C(=O)NCC(=O)OCC(=O)c2cc(OC)ccc2OC)c1 | 5.1 | -18.7 | 106.9 | -2.0 | -1.3 | -2.0 | -26.2 | 0.4 | 4.6 | -4.0 | 0.5
CC(C)CNC(=O)N1c2ccccc2Sc2ccccc21 | 14.9 | 7.6 | . | 12.5 | -1.3 | -5.7 | 20.9 | -2.5 | 3.3 | 2.4 | 6.2
CCCCCC(=O)Nc1cccc(C2=NOC3(C2)C[C@@H](C(N)=O)N(C(=O)c2ccc(Cl)cc2)C3)c1 (stereo not given in full) | 0.6 | -23.0 | 97.0 | 3.2 | 0.0 | 6.0 | -14.0 | -0.6 | 0.5 | -12.3 | 5.5
Cc1csc(NC(=O)c2ccc(S(=O)(=O)N3CCN(C)CC3)cc2)n1 | 10.3 | -3.1 | 106.0 | -2.5 | -0.4 | -4.2 | -23.9 | 0.5 | 1.2 | 4.1 | 0.7
O=S(=O)(/C=C/c1cccc(Br)c1)N1CCOCC1 | -5.9 | 9.2 | 96.7 | 17.3 | 1.5 | 0.2 | 93.9 | -3.4 | 2.0 | -15.8 | 1.9
CC(C)(C)NC(=O)COC(=O)c1ccccc1C(=O)c1ccccc1 | 20.0 | 4.8 | 110.8 | -9.7 | 1.4 | 3.9 | 7.0 | 1.8 | 5.0 | 6.5 | -0.7
COc1ccc(CCc2cc(OC)c(OC)c(OC)c2)cc1 | -28.3 | -10.8 | 89.1 | 16.5 | . | 7.4 | . | -3.8 | 0.2 | 3.8 | .
CC(=O)Nc1ccc(S(=O)(=O)N(C)C2CCN(C)CC2)cc1 | 4.0 | -5.5 | 93.4 | 11.3 | -2.0 | -1.1 | 14.6 | -2.5 | 1.1 | 5.4 | 1.5
Cc1ccccc1OC(C)C(=O)Nc1ccc2c(c1)OCO2 (stereo not given) | 19.4 | 12.9 | 109.7 | 2.4 | 1.3 | -7.6 | 8.0 | -0.6 | 1.9 | -9.0 | 0.9
COc1cccc(N2CCN(C(=O)c3cc4c(s3)-c3ccccc3OC4)CC2)c1 | -6.2 | -6.3 | 98.6 | 4.1 | -2.0 | 10.0 | 18.1 | -0.7 | -0.2 | -12.8 | -1.6
O=C(C[n+]1cccc(NC(=O)c2ccccc2)c1)c1ccc(NC(=O)c2ccccc2)cc1 | -0.1 | -17.5 | 110.0 | -0.6 | -0.2 | -1.7 | -10.1 | 0.1 | 0.2 | -4.4 | -0.7
O=C(Nc1ccccc1)C1=C[C@@H](c2ccc(Br)cc2)C[C@@H](OCCCCO)O1 | 5.3 | -12.0 | 102.5 | 4.1 | 1.9 | -2.2 | -12.0 | -0.7 | 1.0 | -8.2 | 1.8
COc1ccccc1C(=O)OCC(=O)Nc1cccc(S(=O)(=O)N2CCCC2)c1 | -5.3 | 8.0 | 95.5 | 10.4 | . | -0.1 | . | -2.1 | -0.4 | -10.8 | .
CCCCCc1ccc(CC(=O)N2CCOCC2)cc1 | 9.9 | 7.0 | 104.6 | 4.4 | 0.5 | -2.7 | 5.9 | -0.9 | 1.3 | 0.5 | 0.8
CC(=O)Nc1cccc(C(=O)OCc2ccc(C(=O)Oc3ccc(Cl)cc3)cc2)c1 | 18.0 | -15.8 | 97.9 | -22.5 | -2.6 | 5.4 | 0.2 | 4.2 | 0.9 | -5.0 | -0.5
Cc1ccc(NC(=O)CSc2nnc(-c3cccnc3)n2-c2ccc(C)cc2)cc1 | -40.9 | -12.3 | 99.9 | 15.9 | -0.6 | 16.9 | 6.0 | -3.3 | 3.7 | -1.0 | 0.5
CC(C)Cn1c(N)c(C(=O)COC(=O)c2ccncc2)c(=O)n(C)c1=O | -14.4 | 13.1 | . | 10.6 | 1.3 | 5.7 | 806.1 | -2.5 | 2.0 | -11.5 | 5.6
Cc1cccc(C)c1NC1=NC(C)(C)N=C(N)N1 | -1.0 | 4.6 | 114.2 | 5.6 | -2.0 | 0.3 | -13.9 | -1.0 | 2.0 | -7.4 | -0.3
COc1ccc(S(=O)(=O)N2CCCCCC2)cc1C(=O)N(C)CC(=O)Nc1c(Cl)cccc1Cl | 7.9 | . | 97.8 | 7.1 | -3.2 | -7.8 | 1.1 | -1.3 | -0.8 | -1.1 | -0.7
Nc1ccc(C(=O)N/N=C\C=C\c2ccc([N+](=O)[O-])cc2)cc1 | -23.8 | -8.1 | 44.4* | -48.5 | -0.4 | 8.7 | . | 10.5 | 5.2 | -11.8 | 0.0
COc1ccc([N+](=O)[O-])cc1NC(=O)CSc1nncn1-c1ccccc1 | 2.6 | 32.9 | 82.2 | 22.5 | 0.2 | -1.4 | -13.6 | -4.5 | 5.7 | 1.7 | 2.0
CCn1c(SCc2ccccc2)nc2c1c(=O)[nH]c(=O)n2C | 6.9 | 3.7 | 114.2 | 5.6 | -1.3 | 0.0 | 12.4 | -1.0 | 2.0 | 5.9 | -0.8
CC(=O)c1ccc(NC(=O)C2CCCN(S(=O)(=O)c3cccc4nonc34)C2)cc1 (stereo not given) | -3.0 | 2.4 | 98.4 | -3.4 | 0.9 | 1.2 | 4.4 | 0.6 | . | -15.4 | 4.4
O=C(N1CCOCC1)N1CCN(S(=O)(=O)c2ccc(F)cc2)CC1 | -4.9 | -0.8 | 102.5 | 12.5 | -1.7 | 4.9 | -16.3 | -2.5 | 3.5 | -7.5 | 0.1
O=C(Nc1cccn2ncnc12)C(F)(F)F | -11.5 | 1.9 | 104.8 | 17.3 | 0.0 | 4.4 | 220.1 | -3.1 | 3.1 | -7.2 | 4.1
C/C(=N\Nc1nncc2ccccc12)c1ccc(OCC(=O)N(C)C)cc1 | 13.2 | -13.9 | . | 2.9 | 2.1 | 4.6 | 342.9 | -0.4 | 0.3 | -6.9 | 1.5
CCOC(=O)c1[nH]c2cc(OC)c(OC)cc2c1NC(=O)CCN1CCSCC1 | -28.0 | 4.8 | . | 3.2 | -1.2 | -3.5 | -15.2 | -0.7 | 0.8 | -14.6 | -2.1
CCn1cc(CN2CCCC(C(=O)c3ccc(-c4ccccc4)c(F)c3)C2)cn1 (stereo not given) | 7.1 | 19.4 | 93.0 | -21.9 | -1.2 | 2.6 | 138.4 | 4.2 | 3.8 | 5.6 | 1.5
Cc1ccc(NC(=O)c2ccc(NCc3ccc(F)cc3)nc2)cc1 | -0.8 | -14.2 | 97.5 | -22.0 | -1.0 | 0.3 | -5.3 | 3.8 | 1.7 | 0.8 | 1.2
O=C(c1ccccc1)c1c[nH]c2cc3c(cc2c1=O)OCCO3 | -18.2 | -0.3 | . | -13.4 | -2.5 | -2.2 | -24.0 | 2.6 | -1.4 | 4.7 | 0.5
Cc1onc(-c2c(Cl)cccc2Cl)c1C(=O)N1CCc2ccccc2C1 | -26.0 | -15.7 | 97.1 | 2.3 | 0.2 | -4.2 | -4.6 | -0.4 | 4.2 | -4.1 | 3.1

Shown with each value named: entries from further up.
N=c1n(CCCOc2ccc(Br)cc2)c2ccccc2n1CC(N)=O
  HTR5A inv ctr = .	PfHsp90 yeast 2 = -49.5	DSG3 Ab inh = 90.9	OPRM1-OPRD1 inv = .	E coli growth = 1.4	HTR5A ag = .	SUMO Mot1 rescue = 363.0*	MOR-DOR ag = .	phage Ecoli inh = 2.6	PKA-R1A act = -7.0	AddAB inh = 4.2

CN(C(=O)c1cc(C(=O)N(C)c2ccccc2)cc([N+](=O)[O-])c1)c1ccccc1
  HTR5A inv ctr = -24.8	PfHsp90 yeast 2 = 0.2	DSG3 Ab inh = 97.1	OPRM1-OPRD1 inv = 1.7	E coli growth = 0.4	HTR5A ag = -0.3	SUMO Mot1 rescue = 15.0	MOR-DOR ag = -0.3	phage Ecoli inh = 2.2	PKA-R1A act = 7.3	AddAB inh = 0.8
